PLK1 PBD inh: blocks phosphopeptide binding to human PLK1 polo-box domain | P53350 | actives 2.8% (n = 360,000) | Plk1 PBD binding of FITC phosphopeptide, fluorescence polarization | AID 720504 | Potency, µM, for inactives: max response, negative = inhibition, actives largely listed as inhibitors; further: potency means the concentration at half of the fitted maximal effect; series mostly up to about 57 µM; on the % scale 0 is the no-effect control and ±100 the full control effect; nearly all actives have a fitted effect of over 65% in size
HEK293 tox: cytotoxicity counter-screen for GLP-1 receptor inverse agonists; actives 0.13% (n = 410,000); HEK293 cAMP-luciferase reporter cells, luminescence, 24 h; Potency, µM (top dose mostly 38.3 µM), for inactives: at the top dose activity change, negative = inhibition, most hits filed as inhibitors; AID 624418;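 further: loss of luciferase light is scored as toxicity; potency means the concentration at half of the fitted maximal effect; on the % scale 0 is the no-effect control and ±100 the full control effect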
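To flag toxic compounds, the library was rerun on cells for 24 hr at 37 deg C and 5% CO2. Viability-linked luminescence was captured 12 min after adding luciferase detection reagent.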
EPAC1 antag: EPAC1 (human) antagonism; Potency, µM (top dose mostly 115 µM), for inactives: at the highest dose activity change, negative = inhibition, hits mostly inhibitors; actives 0.14% (n = 360,000); EPAC1 GEF assay, Rap1b-BODIPY-GDP exchange fluorescence; O95398;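 further: potency means the concentration at half of the fitted maximal effect; plate controls were vehicle for no effect and positive control for full effect; nearly all actives have a fitted effect of over 50% in size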
GLP-1R agonist: GLP-1 receptor (human) agonism. actives 0.007% (n = 380,000). Potency, µM (highest dose often 45.6 µM), for inactives: at the top dose activation, hits mostly activators. HEK293 GLP-1R CRE-luciferase, luminescence, 4-6 h; cells express a hypersensitive GLP-1R form. P43220; further: potency means the concentration at half of the fitted maximal effect; % of control where 0% means no effect
IL-2 act: IL-2 activation; actives 0.065% (n = 360,000); activation, % (series mostly up to about 46 µM); IL-2 activation reporter assay, cell-based qHTS; stimulated with anti-CD3/CD4/CD28 beads; in transgenic mouse T cells; in the data active means activation above about 50%; inconclusive means mostly about 30% to 49%; further: 0% is about no effect
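First, unstimulated transgenic mouse T cells were exposed to compound for 60 min. Next, anti-CD3/anti-CD4-coated beads with anti-CD28 were added. Finally, after 18 h at 37 degrees C, EGFP and DsRed were imaged.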
GLP1R inv ag: inverse agonists of human GLP-1 receptor. AID 624417. Potency, µM (doses to about 38.3 µM), inactives show at the top dose activity change, negative = inhibition, hits mostly inhibitors. actives 1.6% (n = 410,000). HEK293 GLP-1R CRE-luciferase, luminescence, 24 h; GLP-1R form is constitutively active; further: potency means the concentration at half of the fitted maximal effect; on the % scale 0 is the no-effect control and ±100 the full control effect; nearly all actives have a fitted effect of over 55% in size
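HEK293 cells stably co-expressing a cAMP-responsive luciferase reporter and constitutively active GLP-1R were seeded, incubated 12 h, then exposed to compounds for 24 h at 37 C. Luminescence was read 12 min after detection reagent; inverse agonists lower signal.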
EPAC1 agonist: activates human EPAC1 exchange factor; AID 720707; EPAC1 agonist qHTS, biochemical assay; response scale: 100% = response to 6.5 mM cAMP; actives 0.073% (n = 360,000); Potency, µM (doses to about 154 µM), for inactives: at the highest dose activation, usual class: activators; further: potency means the concentration at half of the fitted maximal effect; nearly all actives have a fitted effect of over 60% in size
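Compounds were pinned as a concentration titration into mixtures of EPAC1 (100 nM), BODIPY-GDP-loaded Rap1B (250 nM) and GDP (50 uM). After 5 min at room temperature, fluorescence was followed for 30 min; activity was scaled to 6.5 mM cAMP.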
PTHR1 ag: agonists of human PTHR1 parathyroid hormone receptor; Q03431; HEK293 GP2 PTHR1 cells, GloSensor cAMP luminescence, 1 h; Potency, µM (series often up to 115 µM), without a hit: at the top dose activation, usual class: activators; actives 0.075% (n = 410,000); further: potency means the concentration at half of the fitted maximal effect; nearly all actives have a fitted effect of over 55% in size; some results filed as inactive show a strong effect at the top dose; inactives centre near -15; many of its hits are not listed in these tables
Target sequence (Q03431 whole entry, looked up): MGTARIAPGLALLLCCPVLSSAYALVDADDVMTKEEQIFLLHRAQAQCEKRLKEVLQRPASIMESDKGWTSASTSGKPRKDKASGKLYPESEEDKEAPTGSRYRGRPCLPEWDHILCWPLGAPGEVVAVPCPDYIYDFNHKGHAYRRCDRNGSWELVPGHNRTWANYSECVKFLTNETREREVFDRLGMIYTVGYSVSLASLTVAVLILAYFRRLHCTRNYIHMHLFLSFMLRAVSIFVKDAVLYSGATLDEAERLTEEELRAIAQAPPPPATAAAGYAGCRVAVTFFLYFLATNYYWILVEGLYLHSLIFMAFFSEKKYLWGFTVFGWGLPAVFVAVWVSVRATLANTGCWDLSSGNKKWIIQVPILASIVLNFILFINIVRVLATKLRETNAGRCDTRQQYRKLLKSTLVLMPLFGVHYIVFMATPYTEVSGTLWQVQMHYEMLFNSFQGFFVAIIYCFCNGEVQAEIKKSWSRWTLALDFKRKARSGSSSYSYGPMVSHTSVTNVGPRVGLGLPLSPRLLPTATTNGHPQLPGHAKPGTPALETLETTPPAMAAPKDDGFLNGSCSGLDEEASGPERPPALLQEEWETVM
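HEK-293-derived GP2 cells expressing PTHR1 and a GloSensor cAMP reporter, 3,000/well, plated overnight, given luciferin plus IBMX (each 0.5 mM as added) for 1 h at 37 °C, then compound for 1 h at 37 °C. Luminescence was read after 15 min at room temperature.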
PI5P4Ka inh: inhibitors of human PI5P4K alpha | AID 652105 | P48426 | PI5P4Kalpha enzyme, ADP-Glo luminescence, 60 min; stronger effect = lower value | max response, % | actives 1.2% (n = 330,000); active means max response of -50% or lower; inconclusive means between -30% and -50%; inactive means -30% or higher; further: value at the top dose of about 77 µM; on the % scale 0 is the no-effect control and ±100 the full control effect
Target sequence (P48426 whole entry, looked up): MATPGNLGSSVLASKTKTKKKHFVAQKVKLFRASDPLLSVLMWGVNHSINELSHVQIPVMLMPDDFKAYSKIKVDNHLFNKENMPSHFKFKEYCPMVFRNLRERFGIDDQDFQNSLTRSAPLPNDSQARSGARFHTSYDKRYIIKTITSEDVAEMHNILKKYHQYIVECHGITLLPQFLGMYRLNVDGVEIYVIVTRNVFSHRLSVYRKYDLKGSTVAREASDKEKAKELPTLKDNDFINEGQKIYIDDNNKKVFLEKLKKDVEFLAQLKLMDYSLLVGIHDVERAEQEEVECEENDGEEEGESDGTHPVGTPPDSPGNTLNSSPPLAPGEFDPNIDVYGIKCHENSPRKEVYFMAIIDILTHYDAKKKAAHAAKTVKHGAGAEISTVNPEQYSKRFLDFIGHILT
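Single end-point luminescence (ADP-Glo) quantified ADP from PI5P4Kalpha turnover; ATP 5 microM final, 1 h at RT, 0.1% CHAPS and 0.28 mM EGTA in HEPES pH 7.4.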
An asterisk follows results filed as active; i = inactive; ? = inconclusive; · = no result given; & = joins results of further samples; [ ] = dose if it differs, or a comment. Unless noted, the call rests on the fitted dose curve; in most records, active means well fitted curve in the direction sought with a large enough effect; inconclusive means small, poorly fitted or top-dose-only effect, or another doubt; inactive means no such curve, though single readings can be large; an effect the other way counts as inactive or inconclusive. The list is partial; rates above refer to the full screens.

| Structure | GLP1R inv ag | PI5P4Ka inh | EPAC1 antag | IL-2 act | EPAC1 agonist | PLK1 PBD inh | PTHR1 ag | GLP-1R agonist | HEK293 tox |
| --- | --- | --- | --- | --- | --- | --- | --- | --- | --- |
| CSc1ccc(S(=O)(=O)NCC(=O)OCC(=O)N2CCCC2=O)cc1[N+](=O)[O-] | 18% | 0 | -10% | -1.3 | -60%[inhibitor] | -3% | -11% | 23% | -2% |
| Cc1cc([N+](=O)[O-])nn1CCCC(=O)N1CCN(c2ccccc2)CC1 | 4% | 3 | -20% | -3.0 | -7% | -1% | i | 8% | 0% |
| Cn1c(NCCO)nc2c1c(=O)n(Cc1cccc(Cl)c1)c(=O)n2C | 29% | 0 | -23% | -2.8 | 2% | -10% | 29% | 5% | -3% |
| Nc1ccc(-c2cc(N)n(-c3ccccc3)n2)cc1 | 3% | 1 | -12% | -0.3 | 0% | -3% | -6%[57.5 µM] | 9% | -4% |
| COc1cccc(NC(=O)C(OC(=O)c2cnc(C)cn2)c2ccccc2)c1 (stereo not given) | 12% | -13 | -5% | 5.7 | 4% | -9% | i | -2% | 24% |
| COc1cc(NC(=O)CN2C(=O)c3ccccc3S2(=O)=O)c(OC)cc1Cl | -13% | -2 | -22% | -1.0 | 5% | 1% | -17%[57.5 µM] | 2% | 2% |
| CSc1ccc(CNC(C)(C)CO)cc1 | -18% | 1 | 6% | -0.9 | 17% | -3% | -6% | -5% | 6% |
| CC(Cc1ccccc1)C(=O)Nc1ccccc1 (stereo not given) | -14% | -3 | -11% | 0.0 | -6% | -21% | -16% | 5% | 7% |
| CC/C(C)=N/Oc1nc(C)cc(C)n1 | -3% | 4 | ? | 1.4 | 3% | -7% | 11% | 0% | 18% |
| Cc1ccc(S(=O)(=O)N2CCOCC2)cc1NC(=O)COC(=O)c1cc[n+]([O-])cc1 | 12% | 8 | 9% | 0.4 | 14% | -2% | i | 3% | 3% |
| C[C@@H]1CN([C@@H](C)CO)C(=O)c2cc(Br)cnc2O[C@H]1CN(C)C(=O)Cc1ccccn1 | 6% | -1 | -11% | -1.8 | 1% | -2% | i | 10% | -5% |
| O=C(Nc1nnc(C2CCCO2)s1)c1ccc(Br)cc1 (stereo not given) | 6% | · | 3% | -0.5 | -1% | -10% | -7%[57.5 µM] | -16% | -13% |
| CC1(C)Cc2c(cnn2-c2ccccc2)-c2c1c1ccccc1n2CC(O)CBr (stereo not given) | 7.1µM* | 18 | -19% | -0.4 | 3% | -4% | i | -8% | -28% |
| O=c1[nH]c(N2CCOCC2)nc2c1CCCC2 | 11% | 2 | 15% | -3.5 | -5% | 2% | i | -5% | -3% |
| CN(C)c1cccc2c1c(NC(=O)c1ccc(Cl)cc1)nn2C | ? | -1 | 8% | 1.0 | -2% | -1% | i | 10% | -3% |
| COc1cccc(-n2nnnc2SCC(=O)NC2CCCCC2)c1 | -17% | 0 | -10% | -0.3 | -2% | -3% | i | 8% | 2% |
| CCOC(=O)N1CCN(C(=O)CSc2nc3c(cnn3-c3ccc(C)cc3)c(=O)[nH]2)CC1 | 20% | -2 | 12% | -3.2 | -20% | -4% | -14% | -5% | 23% |
| COc1cccc(-c2ccc(=O)n(CC(=O)Nc3cc4c(cc3NC(C)=O)OCCO4)n2)c1 | 0% | · | 11% | 2.0 | -2% | -1% | -14%[57.5 µM] | -12% | 2% |
| COc1ccccc1NC(=O)COC(=O)c1ccccc1C(=O)N1CCN(c2ccccc2)CC1 | -6%[0.307 µM] | -7 | 7% | -0.3 | 9% | -8% | i | 3% | -1%[0.307 µM] |
| Cc1cc(NC(=O)/C=C/c2ccccc2Cl)no1 | 11% | 5 | 5% | -0.9 | -2% | -5% | -8% | 2% | 0% |
| CCCOc1c(OC)cccc1C1CC(=O)Nc2cc3c(cc21)OCCO3 (stereo not given) | ? | 5 | -24% | -0.2 | -7% | -18% | -19% | 0% | ? |
| O=C(O)/C=C/c1ccc(Cn2ccnc2)cc1 | -2%&14% | -4&1 | -18%&-19% | 1.0&1.4 | -24%&-4% | ? | -27% | -4%&0% | 0%&-12% |
| O=C(O)CCc1ccc(-c2cccs2)n1CCc1ccccc1 | -1% | -10 | -12% | 1.7 | -5% | -18% | -19% | 5% | 5% |
| O=C(Nc1ccc(N2CCOCC2)c(Cl)c1)c1ccco1 | -21% | 1 | 2% | 0.5 | -2% | -8% | -20% | -6% | -6% |
| CN(C)C(=O)c1ccccc1-c1ccccc1 | 0% | 7 | -14% | 0.2 | 0% | -5% | -8%[57.5 µM] | 0% | -5% |
| Cc1cc(OCC(=O)N[C@@H](CSCc2ccccc2)C(=O)O)c2c(C)c(C)c(=O)oc2c1 | -21% | -5 | -7% | 0.3 | -13% | -8% | 21% | -3% | 5% |
| Cc1ccnc(NC(=O)COC(=O)C2COc3ccccc3O2)n1 (stereo not given) | 5% | -5 | 3% | -2.8 | 1% | 0% | 0%[57.5 µM] | -11% | -10% |
| CC(C)C(=O)NNC(=O)CC(=O)Nc1ccccc1C(=O)O | 1% | -15 | -5% | -2.8 | -10% | -17% | 17% | -2% | 3% |
| Nc1ccc2nc(Cc3ccccc3)[nH]c2c1 | -7% | -10 | 8% | 2.6 | 3% | 2% | i | 4% | 6% |
| C#CCSc1nc(Cc2ccc(Cl)cc2)nc2ccccc12 | 0% | · | 8% | -1.7 | 8% | 1% | i | 5% | -6% |
| Oc1cccc2ccc(/C=C/c3ccccc3Cl)nc12 | -3% | 7 | -15% | 13 | 2% | -10% | -5% | 8% | 0% |
| CNC(=O)c1c(NC(=O)c2ccc(S(=O)(=O)N3CCCc4ccccc43)cc2)sc2c1CCN(C)C2 | 4.5µM* | -1 | 11% | 8.4 | 5% | 7% | -1% | 14% | 3% |
| COc1ccc(NS(=O)(=O)c2cccc(C(=O)NCC(c3cccs3)N3CCOCC3)c2)cc1 (stereo not given) | -7% | 3 | -13% | 0.9 | 3% | 5% | i | 0% | -2% |
| CCCc1c(CC)c(=N)c2ccccc2n1C | 5% | · | 6% | -2.7 | -7% | 2% | i | -13% | -4% |
| CCOC(=O)CSc1nnc(Cc2ccc(OC)cc2)n1-c1ccccc1 | 6% | · | 4% | -2.2 | 4% | -2% | i | -4% | 8% |
| CCc1ccccc1N1C(=O)C2CC(C)=C(C)CC2C1=O (stereo not given) | -16% | 5 | 19% | -0.2 | -9% | 2% | i | 1% | -5% |
| CCOC(=O)c1cc2c(c(-c3ccccc3)n1)[C@@H](CCO)N(S(=O)(=O)C(C)(C)C)C2 | 9% | 3 | 5% | 0.1 | 2% | -6% | -11% | 1% | -4% |
| CCOC(=O)c1cnc(SC)nc1Oc1cccc(NC(=O)c2ccc(C)cc2)c1 | 19% | -5 | 9% | 3.0 | -3% | 3% | i | -6% | -2% |
| CCN(C(=O)CSc1ncn[nH]1)C1CCCCC1 | 0% | · | 7% | -4.0 | 2% | -5% | i | -11% | -23% |
| COC(=O)[C@H](Cc1ccccc1)NC(=O)NCCc1ccc(S(N)(=O)=O)cc1 | 22% | · | -4% | -1.2 | 3% | -2% | -5%[57.5 µM] | 3% | 4% |
| CC1CCC(NC(=O)CNC(=O)c2ccc3ccccc3c2)CC1 (stereo not given) | 6% | 2 | 9% | -5.3 | -2% | 3% | i | -3% | -2% |
| COC(=O)[C@@]1(Cc2ccc(F)cc2)[C@H]2C(CC(=O)C(=O)N3CCCC3)C(=O)C[C@H]2CN1C(=O)c1ccccc1 (stereo not given in full) | 25% | -1 | 3% | 0.4 | 4% | -14% | -6% | 1% | -8% |
| CC(C)(C)c1ccc(C(=O)N2CCNC(=O)C2CC(=O)Nc2ccc(F)cc2)cc1 (stereo not given) | ? | 9 | -24% | -0.9 | -7% | -10% | i | -2% | 4% |
| CCOC(=O)C1(CCOC)CCN(C(C)CCc2ccc(OC)cc2)CC1 (stereo not given) | 8% | -1 | -15% | -2.8 | -7% | -11% | -5% | 11% | -7% |
| CCC(=O)N1N=C(c2ccccc2)CC1c1ccc([N+](=O)[O-])cc1 (stereo not given) | ? | 5 | 6% | 0.2 | 5% | -6% | -12% | 8% | -20% |
| O=C(CCc1n[nH]c(=O)[nH]c1=O)Nc1cccc([N+](=O)[O-])c1 | 0% | -2 | -13% | 3.2 | 7% | -19% | 0% | 10% | 0% |
| Cc1c(NC(=O)Nc2ccc(C(C)(C)C)cc2)c(=O)n(-c2ccccc2)n1C | -22% | 2 | 0% | 0.7 | 11% | -1% | i | 1% | -2% |
| Cc1ccc(NC(=S)/N=C(\N)Nc2nc(C)c3cc(C)ccc3n2)c(C)c1 | ? | 10 | -13% | -0.2 | -2% | -8% | i | -52%[inhibitor] | ? |
| C/C(=N\NC(=S)Nc1ccc(F)cc1)c1ccc2c(c1)OCCO2 | ? | -10 | -25% | -4.5 | 16% | -7% | -67%[inhibitor] | 7% | ? |
| O=C(NC1CCOC1=O)c1ccccc1 (stereo not given) | -5% | 0 | -5% | 0.5 | -1% | 0% | i | -1% | -4% |

Continued.
| Structure | GLP1R inv ag | PI5P4Ka inh | EPAC1 antag | IL-2 act | EPAC1 agonist | PLK1 PBD inh | PTHR1 ag | GLP-1R agonist | HEK293 tox |
| --- | --- | --- | --- | --- | --- | --- | --- | --- | --- |
| COc1cccc(CN(C)CC(=O)Nc2cccc(S(N)(=O)=O)c2)c1OC | -1% | 1 | 23% | -0.9 | 6% | -2% | 0% | 1% | 2% |
| Cc1cccc(NC2=C(C#N)C(=O)NC3(CCCC3)S2)c1 | 7% | -13 | 2% | -2.0 | -16% | 7% | -19% | 6% | -5% |
| NC(Cc1ccc(C(F)(F)F)cc1)c1csc(NC(=O)Nc2ccccc2)n1 (stereo not given) | ? | -56* | -12% | -1.0 | -17% | 0% | -23% | -6% | -14% |
| Cn1c(CC(=O)NNC(=O)c2cncc(Br)c2)nc2ccccc21 | 18% | -3 | 8% | 1.2 | -5% | 4% | -12% | -7% | 5% |
| COc1cccc(NC(=O)C2CCN(S(=O)(=O)c3cccc4nonc34)CC2)c1 | -3% | · | · | · | · | · | -44%[inhibitor] | 1% | 1% |
| O=C(CN1CCOCC1)Nc1ccc(Cl)c(Cl)c1 | 3% | -5 | 2% | -1.7 | -10% | -7% | -23% | -4% | -1% |

Compound activity from PubChem.
